# High-throughput results as filed in PubChem.
# FadD28 binding – blocks FadD28 binding to the bisubstrate probe; fluorescence polarization; inhibition, % at 12.5 µM; 360,000 compounds, 0.22% hits; AID 588549; in the data active = inhibition above about 8.5%, passing the limit was not always enough; inconclusive = no clear call, values can overlap the other calls
# Mtb BioA inh – BioA (M. tuberculosis) enzyme inhibition. purified M. tuberculosis BioA enzyme, plate reader. inhibition, % at 9.99 µM. 360,000 compounds, 0.096% hits. AID 602481; in the data active = inhibition above about 40%; inconclusive = no clear call, values can overlap the other calls
# FBA Mtb inh – inhibits M. tuberculosis FBA enzyme | 360,000 compounds, 2.3% hits | purified M. tuberculosis FBA, fluorescence read-out | inhibition, % at 1 µM | P9WQA3; in the data active = inhibition above about 27%;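 note: 0% = vehicle and 100% = reference inhibitor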
# Target sequence (P9WQA3 whole entry, looked up): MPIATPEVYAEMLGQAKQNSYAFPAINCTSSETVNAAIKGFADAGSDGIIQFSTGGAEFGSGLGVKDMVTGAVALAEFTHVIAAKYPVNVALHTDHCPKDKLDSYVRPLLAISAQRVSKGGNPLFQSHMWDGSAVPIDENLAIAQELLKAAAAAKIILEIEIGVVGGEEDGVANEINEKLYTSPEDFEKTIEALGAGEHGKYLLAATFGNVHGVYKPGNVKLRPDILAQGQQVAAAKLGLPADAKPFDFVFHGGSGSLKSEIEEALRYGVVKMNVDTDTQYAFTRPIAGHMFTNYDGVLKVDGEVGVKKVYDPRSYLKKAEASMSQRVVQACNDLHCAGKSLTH
# CCHFV vOTU inh – blocks the CCHF virus ovarian tumor domain protease; 370,000 compounds, 0.55% hits; CCHFV vOTU protease, Pep-AMC fluorescence; inhibition, % at 11.5 µM; AID 651958; note: 0% = vehicle wells with enzyme and 100% = no enzyme wells
# UGM FP inh – inhibitors of M. tuberculosis UDP-galactopyranose mutase | P9WIQ1 | purified UGM, fluorescence polarization probe displacement | inhibition, % at 10 µM | 320,000 compounds, 0.06% hits | AID 504406; in the data active = inhibition above about 10%, passing the limit was not always enough; inconclusive = no clear call, values can overlap the other calls
# Target sequence (P9WIQ1 whole entry, looked up): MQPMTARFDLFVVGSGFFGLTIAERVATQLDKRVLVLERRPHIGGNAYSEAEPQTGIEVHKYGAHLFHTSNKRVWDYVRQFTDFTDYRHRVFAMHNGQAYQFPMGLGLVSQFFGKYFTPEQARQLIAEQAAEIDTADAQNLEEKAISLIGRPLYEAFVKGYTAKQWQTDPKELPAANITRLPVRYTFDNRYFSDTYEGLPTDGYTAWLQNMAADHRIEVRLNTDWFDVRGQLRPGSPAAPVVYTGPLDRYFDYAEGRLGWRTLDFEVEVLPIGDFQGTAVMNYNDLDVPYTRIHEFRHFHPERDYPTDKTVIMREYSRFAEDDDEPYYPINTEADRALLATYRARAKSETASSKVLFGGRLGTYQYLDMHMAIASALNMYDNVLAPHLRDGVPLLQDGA
# GDH-TPI inh – counter-screen for M. tuberculosis FBA inhibitors: GDH-TPI coupled enzymes; 360,000 compounds, 1.2% hits; GDH-TPI coupled enzyme counterscreen, NADH absorbance; inhibition, % at 4.8 µM; AID 588335;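 note: 0% = DMSO wells and 100% = wells lacking the enzyme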
# VHR inh abs – blocks human VHR1 dual specificity phosphatase. P51452. recombinant VHR phosphatase, pNPP absorbance. inhibition, % at 13.3 µM. 290,000 compounds, 0.52% hits. AID 1654; in the data active = inhibition above about 50%; note: some compounds called inactive have numbers as strong as hits
# Target sequence (P51452 whole entry, looked up): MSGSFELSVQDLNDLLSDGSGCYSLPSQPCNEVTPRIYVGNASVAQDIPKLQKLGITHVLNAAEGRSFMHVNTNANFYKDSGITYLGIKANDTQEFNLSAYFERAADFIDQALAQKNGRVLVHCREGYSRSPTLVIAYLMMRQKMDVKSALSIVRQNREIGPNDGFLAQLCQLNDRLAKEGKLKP
# Rv3671c protease – inhibits the M. tuberculosis serine protease Rv3671c; inhibition, % at 5.96 µM; AID 2606; P9WHR9; 320,000 compounds, 0.048% hits; in the data active = inhibition above about 38%;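 note: extracellular domain of Rv3671c used as enzyme; 0% = enzyme with DMSO and 100% = no enzyme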
# MazEF act – activators of E. coli MazEF toxin-antitoxin RNase | 350,000 compounds, 0.32% hits | FAM/BHQ RNA-DNA oligo cleavage fluorescence, 5 h | activation, % at 20 µM | P0AE70; in the data active = activation above about 50%
# Target sequence (P0AE70 whole entry, looked up): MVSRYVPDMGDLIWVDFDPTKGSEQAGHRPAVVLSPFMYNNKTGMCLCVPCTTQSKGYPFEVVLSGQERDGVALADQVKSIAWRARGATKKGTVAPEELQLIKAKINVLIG
# BoNT-F LC inh – BoNT F light chain protease inhibition; Multiplex microsphere protease cleavage assay, flow cytometry; inhibition, % at 10 µM; 360,000 compounds, 0.22% hits; AID 588497; in the data active = inhibition above about 35%, passing the limit was not always enough; inconclusive = no clear call, values can overlap the other calls; note: plate controls were buffer without enzyme for full effect and enzyme alone for no effect
# An asterisk follows results filed as active; ? = inconclusive; · = not tested or not shown; + = active, no number; & = joins results of further samples. Cut-off read from the data, not from the text of the source, unless noted: active = inhibition above about 30%; inactive = the rest.
# The line under a structure holds: FadD28 binding	Mtb BioA inh	FBA Mtb inh	CCHFV vOTU inh	UGM FP inh	GDH-TPI inh	VHR inh abs	Rv3671c protease	MazEF act	BoNT-F LC inh
- O=C(COc1ccc(/C=N/NS(=O)(=O)c2ccccc2)cc1)Nc1ccccc1
→ -1.4	·	-1	-3	0.7	8	-13	1	-3	-5
- COc1ccc(CCNC(=O)CN(c2cccc([N+](=O)[O-])c2)S(C)(=O)=O)cc1OC
→ 0.2	·	3	6	0.3	3	-3	-4	7	-4
- CCOC(=O)c1[nH]c2ccccc2c1NC(=O)CC
→ -2.1	-0.7	5	-5	-0.1	6	12	-3	-3	-5
- N/C(=N\OC(=O)c1cc([N+](=O)[O-])ccc1Cl)c1ccccn1
→ -1.5	·	0	1	0.2	-2	-6	5	1	-3
- O=C(Nc1ccc(F)cc1)c1ccc(C(=O)N2CCOCC2)cc1
→ -3.6	-0.2	-4	-7	-1.1	-8	·	-4	2	0
- COc1cc(C(=O)Nc2nc3ccc(S(C)(=O)=O)cc3s2)cc(OC)c1C
→ -3.4	-0.3	10	-4	0.5	22	31	-7	-2	10
- Cc1ccc(C2=Nn3c(COc4ccc(Cl)cc4)nnc3SC2CC(=O)O)cc1 (configuration not stated)
→ -3.4	2.7	-7	16	2.2	3	12	0	-2	4
- CCOC(=O)N1CCN(Cc2nc(Cc3cccc(F)c3)no2)CC1
→ -1.3	-1.4	2	0	-1.4	-6	18	8	11	0
- COc1ccc(-n2nnnc2CNC(=O)C2CC(=O)N(c3ccc(F)cc3)C2)cc1 (configuration not stated)
→ 0.2	-1.2	-1	2	·	14	·	·	-1	-4
- COc1ccc(-c2cc(=Nc3cccc(C(=O)O)c3)c3cc(C)ccc3o2)cc1
→ -5.8	·	+	-136	-0.2	22	2	-1	1	-1
- Cc1ccccc1C(=O)Oc1ccccc1C(=O)N1CCOCC1
→ 1.0	·	1	0	1.2	-2	8	1	9	4
- Cc1ccc(C)c(NS(=O)(=O)c2ccc(OCC(=O)NCC3CCCO3)cc2)c1 (configuration not stated)
→ -1.2	3.6	-3	11	2.7	-1	14	-6	2	-6
- CC1CCN(C(=O)C2CCCN(S(=O)(=O)c3ccc4c(c3)CC(C)N4C(=O)C3CC3)C2)CC1 (configuration not stated)
→ -2.2	0.2	0	-2	-0.9	-14	29	0	20	4
- COc1ccccc1C(=O)Nc1ccnn1C1CCN(C(=O)c2ccoc2)CC1
→ -2.3	5.8	-1	11	1.1	-10	22	6	2	3
- O=C(CSc1ccccc1C(=O)N1CCN(c2ccc([N+](=O)[O-])cc2)CC1)N1CCCC1
→ -1.7	2.8	-9	1	-1.3	-1	·	-1	4	-8
- Cc1ccccc1SCc1noc(C(=O)NC(C)C)c1C(=O)O
→ 1.7	0.6	1	5	2.6	8	25	-10	-2	-9
- COc1ccc(-c2cc(C(=O)N3CCc4ccccc4C3)no2)cc1
→ 0.2	0.4	2	-12	-0.7	-1	45	-3	11	2
- CCOc1ccccc1NC(=O)COc1coc(CN2CCc3ccccc32)cc1=O
→ -2.3	·	-2	0	·	-1	·	4	1	-4
- CC(Oc1ccc(Cl)cc1Cl)C(=O)Nc1ncccn1 (configuration not stated)
→ -4.7	-0.5	4	7	-1.6	0	19	3	4	?
- C=C1C(=O)[C@]23C[C@H]1CC[C@H]2[C@]1(C)[C@@H](O)CC[C@@](C)(C(=O)O)[C@H]1C[C@@H]3O
→ -3.5	-5.0	-2	-8	·	·	·	·	·	-2
- Cc1ccc(-c2ccc(C(=O)NCCCNC(=O)c3cnccn3)o2)cc1Cl
→ -2.2	·	5	9	0.4	1	14	-7	6	4
- Cc1occc1C(=O)N1CCCC(N2CCN(c3cccc(Cl)c3)CC2)C1 (configuration not stated)
→ -0.8	3.0	2	10	2.4	9	-4	-3	-6	-6
- COc1ccccc1N1CCN(C(=O)c2cc(-c3ccc(F)cc3)on2)CC1
→ -1.0	0.3	1	-6	-0.1	2	31	4	6	-45
- Cc1cc(OCC(=O)Nc2ccncc2)ccc1Cl
→ -0.7	4.1	-2	-6	1.0	1	11	3	6	?
- CCc1noc(N)c1C(=O)Nc1ccc(F)c(Cl)c1
→ -1.6	6.3	-1	4	0.0	0	12	6	-17	-8
- Cc1noc(C)c1S(=O)(=O)N(C)C[C@H]1OCCCC[C@H](C)Oc2ccc(NC(=O)CCCN(C)C)cc2C(=O)N([C@H](C)CO)C[C@@H]1C
→ -2.1	-0.5&-2.3	0	12	·	-1	·	·	-1	-3
- COc1ccc(-n2nnnc2Sc2ccc(S(=O)(=O)N3CCOCC3)cn2)cc1
→ -0.1	-0.4	3	-3	-0.8	1	25	4	7	8
- Cc1ccc2nc(-c3ccncc3)cc(C(=O)N3CCOCC3)c2c1
→ -1.3	0.6	2	·	-2.5	2	7	-3	5	-3
- Cc1cc(N2CCOCC2)ncc1[N+](=O)[O-]
→ 0.4	-7.2	-4	-1	-0.1	21	42	0	6	2
- CC(C)OCCCN(C)C1CCN(S(=O)(=O)c2csc(C(N)=O)c2)CC1
→ 1.0	·	-3	8	2.0	7	21	0	8	6

# Retrieved one by one from above:
# The line under a structure holds: FadD28 binding	Mtb BioA inh	FBA Mtb inh	CCHFV vOTU inh	UGM FP inh	GDH-TPI inh	VHR inh abs	Rv3671c protease	MazEF act	BoNT-F LC inh
- COc1ccc(-n2nnnc2Sc2ccc(S(=O)(=O)N3CCOCC3)cn2)cc1
→ -0.1	-0.4	3	-3	-0.8	1	25	4	7	8
- COc1ccc(-n2nnnc2CNC(=O)C2CC(=O)N(c3ccc(F)cc3)C2)cc1 (configuration not stated)
→ 0.2	-1.2	-1	2	·	14	·	·	-1	-4

# Going on with the list:
# The line under a structure holds: FadD28 binding	Mtb BioA inh	FBA Mtb inh	CCHFV vOTU inh	UGM FP inh	GDH-TPI inh	VHR inh abs	Rv3671c protease	MazEF act	BoNT-F LC inh
- Cn1c(SCC(=O)Nc2sccc2C(N)=O)nc2ccccc2c1=O
→ -1.7	8.2	1	14	1.5	2	·	-10	6	-4
- CCc1ccc2[nH]c(=O)c(C3C(C#N)=C(N)Oc4c3ccc3cccnc43)cc2c1 (configuration not stated)
→ -5.0	4.4	2	11	0.4	25	17	-3	3	13
- Cc1ccc(O)c(C2=Nc3ccccc3C2(C)C)c1
→ -0.3	-0.1	0	0	5.6	4	-6	-6	0	-11
- COC(=O)C1CN(C(=O)COc2ccc(C)c(C)c2)c2ccccc2O1 (configuration not stated)
→ -2.7	·	1	13	-0.8	2	9	-3	2	?
- Cc1ccc2nc(-c3cccc(SC4CCCCC4)c3)c(NCc3ccccc3)n2c1
→ -2.1	0.8	19	-10&-5	·	9	·	5	-2	-11&-10
- CCOC(=O)N1CCN(c2c(NCC3CCN(Cc4cccc(C)c4)CC3)c(=O)c2=O)CC1
→ -0.8	-1.6	-1	1	-2.0	8	13	-5	10	-5
- CCCCCC1C(=O)CCC1CC(=O)OC (configuration not stated)
→ -4.3	-0.6	-1	2	·	2	·	·	10	0
- CCCCN1CC(=O)N2[C@H](c3ccc(Cl)cc3)[C@@H]3C(=O)N(CC)C(=O)[C@@H]3[C@]2(C)C1=O
→ 0.3	1.5	4	-1	3.1	12	17	-6	4	7
- CCOc1ccc(C(O)Cn2c(=N)n(CCN3CCCCC3)c3ccccc32)cc1 (configuration not stated)
→ -4.3	0.2	-1	7	0.5	2	16	9	12	-6
- CCc1ccc(Nc2nc(N3CCOCC3)nc(N3CCOCC3)n2)cc1
→ -3.6	-0.1	-5	-4	-1.4	1	-20	0	11	2
- CCS(=O)(=O)c1ccc(C(=O)Nc2cccc(Cl)c2)c(Cl)c1Cl
→ -0.6	1.2	2	0	1.2	8	28	-9	-1	2
- Cc1ccc(C(=O)N[C@H](C(=O)Nc2cc(Cl)cc(Cl)c2)C(C)C)cc1
→ -4.7	-3.4	-3	6	0.8	-9	38	3	10	3
- COCCN(CC(=O)NC1CCCCC1)C(=O)CSc1nc2ccccc2o1
→ -2.7	·	-1	-24	0.8	-11	13	-2	1	2
- Fc1ccc(Nc2nc(-c3cccnc3)cs2)cc1
→ -3.8	·	1	12	-0.4	3	26	1	3	-2
- O=C(NCC1CCCN1S(=O)(=O)c1cccs1)c1ccc([N+](=O)[O-])cc1 (configuration not stated)
→ -1.1	·	3	0	0.0	-1	·	-5	4	1
- Cc1cc(NC(=O)CSCc2ccccc2)no1
→ -2.3	·	-2	-8	0.7	-2	26	-1	5	0
- CN(C)Cc1c(C(=O)N/N=C/c2cccs2)nnn1-c1nonc1N
→ -3.1	-0.7	2	13	1.3	26	26	1	5	-2
- CC(C)CC1c2[nH]c3ccccc3c2CCN1CCCn1cccn1 (configuration not stated)
→ -3.4	·	14	-11	-4.7	0	22	-3	-6	-1
- Cc1ccsc1/C=N/NC(=O)Cc1cc(=O)[nH][nH]1
→ -2.1	-1.5	-3	0	-0.6	13	9	-47	3	-6
- COc1ccc(/C=N/NC(=O)c2ccccc2O)cc1Cn1cc(Cl)cn1
→ -3.9	0.3	2	9	1.7	23	13	1	-12	-15
- CCOC(=O)C(NC(=O)CC)(Nc1sc2c(c1C(=O)OC)CCN(C)C2)C(F)(F)F (configuration not stated)
→ -0.6	-3.9	3	3	-0.8	17	38	-2	5	1
- CCS(=O)CC(=O)Nc1c(-c2ccccc2)oc2ccccc2c1=O (configuration not stated)
→ -0.7	-2.5	1	-13	-2.3	-2	12	1	1	·
- CCCNc1c(NS(=O)(=O)c2ccc(Cl)s2)c(=O)oc2ccccc12
→ -6.2	2.0	0	7	0.6	7	39	4	-5	-1
- Cc1cc(-n2c(C)cc(C(=O)CSc3ccccn3)c2C)no1
→ -0.5	4.8	-2	15	1.5	7	·	3	-2	-5
- CCn1c(SCC(=O)Nc2cc(S(=O)(=O)N3CCOCC3)ccc2OC)nnc1-c1ccncc1
→ -3.5	·	1	11	0.6	-3	9	-5	6	2
- CC1(C)NC(=O)N(CCC(=O)Nc2ccc(C(C)(C)C)cc2)C1=O
→ -3.5	1.5	-4	-19	·	-1	·	·	11	-5
- Cc1ccc(S(=O)(=O)N(C)CC(=O)N2CCCC2)cc1
→ -1.9	·	17	3	-1.8	-2	27	-3	-2	4
- CCC(C)NC(=O)C1(NC(=O)Nc2ccccc2)CCCCC1 (configuration not stated)
→ -1.8	·	-2	-1	1.5	0	5	-3	2	1
- Cc1cc(SCC(=O)N2CCCC2)nc2ccccc12
→ -0.4	0.8	2	-2	-0.4	4	4	-11	4	-1
- Cc1[nH]c2ccc(F)cc2c1CCN(Cc1ccco1)C(=S)NC(C)(C)C
→ 1.5	·	1	4	-0.5	0	11	-8	-3	-6

# Other records:
# The line under a structure holds: FadD28 binding	Mtb BioA inh	FBA Mtb inh	CCHFV vOTU inh	UGM FP inh	GDH-TPI inh	VHR inh abs	Rv3671c protease	MazEF act	BoNT-F LC inh
- CCOc1ccc(C(=O)NNC2CC(=O)N(Cc3ccc(Cl)cc3)C2=O)cc1OC (configuration not stated)
→ -0.8	·	-1	-11	0.4	-3	22	9	1	-5
- CN(C)c1ccc(C(=O)c2ccccc2C(=O)O)cc1[N+](=O)[O-]
→ 1.9	·	-3	10	1.2	18	2	-2	6	2
- CN1CCN(C(=O)CN(C2CCCCC2)S(=O)(=O)c2ccc(Br)cc2)CC1
→ -3.4	1.3	-1	-5	2.5	1	19	-10	0	5
- Cc1c(NC(=O)c2ccc3nsnc3c2)cccc1[N+](=O)[O-]
→ -1.0	-2.9	-3	4	0.8	16	-2	8	2	6
- O=C(Nc1cc([N+](=O)[O-])ccc1O)c1cccc([N+](=O)[O-])c1
→ -0.1	0.3	-4	-1	-1.1	-8	-4	4	-5	-47
- CCN(CC)S(=O)(=O)c1cccc(-c2n[nH]c(=S)n2CC(C)C)c1
→ -3.6	·	1	18	1.0	-1	12	-2	-24	-1
- COC(=O)c1ccc(C2NC(C(=O)O)CS2)cc1 (configuration not stated)
→ 1.4	0.9	1	-9	-0.1	-6	22	5	9	1
- CC(O)(CS(=O)(=O)Cc1cccc(C(F)(F)F)c1)C(=O)Nc1cccc(C(F)(F)F)c1 (configuration not stated)
→ -4.0	0.5	0	4	2.0	-5	19	-2	4	7
- COc1cc(C(=O)NCC(c2cccs2)N(C)C)cc(Cl)c1OC(C)C (configuration not stated)
→ -8.9	0.4	2	4	-1.3	2	-4	2	-3	-12
